HRas wt GTP = modulators of GTP binding to HRas wildtype, primary screen, biochemical, bead-based flow cytometry, multiplex. GST-Ras wt beads, Bodipy-FL-GTP binding; actives lie on both sides. GTP binding activity, % at 10 µM. actives 0.14% (n = 190,000);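 active = GTP binding activity at least 20% away from the 100% baseline, either lowered as inhibitor or raised as activator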;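 note: 0% = unlabeled GTP competition control and 100% = no-compound control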
Avidin bead fluor = green autofluorescence of compounds with avidin beads – biophysical, 488/530 nm, flow cytometry, artefact control, profiling panel; compound fluorescence 488/530 nm; hits give high values; fluorescence (KMESF) at 10 µM; actives 0.38% (n = 220,000); in the data active = fluorescence above about 47; note: inactives centre near 10
Cdc42 wt = modulators of GTP binding to wildtype Cdc42, primary screen, biochemical, multiplex bead flow cytometry, Bodipy-GTP; GST-Cdc42 beads; actives lie on both sides; actives 0.2% (n = 190,000); Cell division control protein 42 homolog (Homo sapiens), P60953; percent activity (GTP binding), % at 10 µM;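 active = percent activity GTP binding at least 20 points away from the 100% baseline, either down as inhibitor or up as activator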;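 note: median bead fluorescence of bound Bodipy-FL-GTP at 100 nM; 0% = excess unlabeled GTP control and 100% = no compound control; below 100% means less GTP binding so inhibitor and above means activator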
ABCB1 block = ABCB1 efflux pump inhibitors, primary screen, cell-based, multiplex, flow cytometry, ABCG2 counter-screen. ATP-dependent translocase ABCB1 (Homo sapiens), P08183. CCRF-Adr cells, JC-1 efflux. inhibition, % at 6.6 µM. actives 0.067% (n = 190,000); in the data active = inhibition above about 40%;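 note: 0% = vehicle and 100% = reference inhibitor; higher value means more JC-1 retained so stronger ABCB1 efflux block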
ABCG2 block = ABCG2 efflux pump inhibitors, primary screen, multiplex with ABCB1, IgMXP3 cells, flow cytometry; Broad substrate specificity ATP-binding cassette transporter ABCG2 (Homo sapiens), Q9UNQ0; JC-1 efflux; inhibition, % at 6.6 µM; actives 0.1% (n = 190,000); AID 1325, 2008;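 active = inhibition above 80%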;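 note: 0% = DMSO and 100% = nicardipine control wells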
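Times: 10 min at 25 °C | Test system: Two drug-resistant human cell lines, ABCG2 and ABCB1 | Quantity: 3 million cells/mL final, two lines in 1:1 ratio | Signal: Flow cytometry, 530 nm JC-1 signal | Dosing: Compound at 6.6 µM | Controls: Nicardipine and DMSO wells | Reagent: JC-1 as fluorescent efflux pump substrate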
Rab7 wt modul = modulators of GTP binding to Rab7, primary screen, biochemical, wildtype, multiplex bead flow cytometry. Rab7 GTPase wild type (dog), Bodipy-FL-GTP binding. GST-Rab7 beads, fluorescent GTP binding; actives lie on both sides; untreated = 100%, excess cold GTP = 0%. GTP binding activity (percent of control), % at 10 µM. actives 0.055% (n = 190,000);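 active = fluorescent GTP binding to Rab7 beads changed by at least 20 points from the 100% baseline, either direction, mostly lower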;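 note: median green fluorescence of bound Bodipy-FL-GTP per Rab7 bead population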
Pf gametocyte = late stage P. falciparum gametocyte viability inhibitors, primary screen, ATP luminescence, HTS | actives 0.065% (n = 150,000) | AID 743093, 2013 | P. falciparum stage V gametocytes, 24 h | inhibition, % at 10.9 µM;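 active = inhibition above the mean plus 3 SD of compounds within the control limits, set per campaign, cut at about 38% in these data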;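 note: 0% = DMSO wells and 100% = medium only without gametocytes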
Rac1 mut GTP = GTP binding modulators of activated mutant Rac1, primary screen, biochemical, bead-based flow cytometry, multiplex, fluorescent GTP; percent activity (GTP binding), % at 10 µM; Ras-related C3 botulinum toxin substrate 1 (Homo sapiens), P63000; actives 0.11% (n = 190,000); GST-Rac1 activated beads; actives lie on both sides; 100% means binding = to untreated wells;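 active = GTP binding at least 20 percentage points away from the 100% baseline, in either direction, so actives lie on both sides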
Rac1 wt GTP bind = wildtype Rac1 GTP binding modulators, primary screen, biochemical, GST-Rac1 beads, flow cytometry, multiplex; Ras-related C3 botulinum toxin substrate 1 (Homo sapiens), P63000; fluorescent GTP binding; actives lie on both sides; 0 = cold GTP competed, 100 = untreated; GTP binding activity (% of control), % at 10 µM; actives 0.27% (n = 190,000); AID 757, 2007;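 active = GTP binding activity at least 20 points away from the 100% control level, either lower or higher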
Rab2A wt mod = modulators of GTP binding to Rab2A wildtype, primary screen, biochemical, dog, bead-based flow cytometry, multiplex. actives 0.19% (n = 190,000). GST-Rab2 wt beads, Bodipy-GTP binding. Ras-related protein Rab-2A (Canis lupus familiaris), P61105. GTP binding activity, % at 10 µM;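 active = GTP binding activity at least 20 points away from 100%, either lowered or raised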;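 note: 0% = beads with excess unlabeled GTP and 100% = no-compound control corrected for plate trend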
GSH fluor = compound fluorescence on glutathione beads, profiling panel, artefact control, biophysical, 488/530 nm, flow cytometry | AID 1776, 2009 | actives 0.25% (n = 190,000) | fluorescence (KMESF) at 10 µM | GSH beads flow cytometry, compound fluorescence 488/530 nm; hits give high values; in the data active = fluorescence above about 89;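 note: glutathione beads carrying GST-tagged Bcl family fusion proteins plus one bare bead set; values are compound well signal with DMSO vehicle wells as background; inactives centre near 16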
* marks the source's active call; other numbers are inactive results; / = not tested or not shown.

| smiles | HRas wt GTP | Avidin bead fluor | Cdc42 wt | ABCB1 block | ABCG2 block | Rab7 wt modul | Pf gametocyte | Rac1 mut GTP | Rac1 wt GTP bind | Rab2A wt mod | GSH fluor |
| --- | --- | --- | --- | --- | --- | --- | --- | --- | --- | --- | --- |
| COc1ccc(C)cc1NC1=C(Cl)C(=O)N(C2CCCCC2)C1=O | 102 | 5 | 104 | 0.2 | 2 | 99 | -1 | 99 | 103 | 102 | 18 |
| COc1ccc(N2CCN(C(=O)C34CCC(C)(C(=O)C3)C4(C)C)CC2)cc1 (stereo not drawn) | 94 | 7 | 93 | 0.5 | 1 | 89 | / | 96 | 95 | 95 | 16 |
| CCOC(=O)C1(Cc2ccccc2)CCCN(Cc2cccc(C(C)=O)c2)C1 (stereo not drawn) | 97 | 10 | 95 | 1.0 | 2 | 96 | 13 | 96 | 97 | 97 | 16 |
| CCCCn1c(CNC(=O)C(C)(C)C)nc2ccccc21 | 101 | 8 | 103 | -0.7 | 0 | 98 | / | 100 | 104 | 99 | 20 |
| COc1ccc(N2CCN(C(CNC(C)=O)c3ccco3)CC2)cc1 (stereo not drawn) | 99 | 10 | 99 | 1.5 | 4 | 103 | -13 | 98 | 99 | 99 | 14 |
| O=C(O)c1cc(Cl)c(Cl)cc1C(=O)Nc1cccc2cccnc12 | 99 | 13 | 100 | -0.1 | -1 | 99 | 11 | 97 | 101 | 97 | 14 |
| CCOC(=O)N1CCN(c2cc(=O)n(-c3ccc(C)cc3)c(=O)[nH]2)CC1 | 101 | 13 | 99 | -0.2 | -1 | 105 | / | 98 | 103 | 99 | 12 |
| CCC(C)n1c(SCc2ccc([N+](=O)[O-])cc2)nc2ccsc2c1=O (stereo not drawn) | 100 | 11 | 97 | 2.8 | 22 | 99 | -10 | 98 | 105 | 98 | 10 |
| O=C(CN1C(=O)c2ccccc2C1=O)NCc1ccncc1 | 98 | 43 | 98 | 0.5 | 2 | 97 | / | 93 | 93 | 97 | 18 |
| Cc1ccc(C(=O)NC(C#N)=C(Cl)Cl)cc1 | 90 | 15 | 87 | 0.0 | -1 | 96 | 11 | 90 | 86 | 90 | 10 |
| O=[N+]([O-])c1ccc(C[n+]2cc(-c3ccccc3)n3c2CCCCC3)cc1 | 97 | 9 | 97 | 0.0 | 20 | 98 | 5 | 95 | 99 | 97 | 11 |
| C#CCOCCOCCOCCNc1nc(N2CCN(C(=O)Cn3cc(CCCN=C(N)N)nn3)CC2)nc(N2CCN(C(=O)Cn3cc(CCCN=C(N)N)nn3)CC2)n1 | 100 | 10 | 103 | 0.2 | -7 | 102 | / | 98 | 106 | 100 | 19 |
| O=C(COC(=O)c1ccccc1O)Nc1ncc(Cl)cc1Cl | 97 | 10 | 93 | 0.2 | 2 | 101 | -25 | 93 | 97 | 94 | 19 |
| CN(Cc1ccccc1)C(NC(=O)c1ccco1)C(Cl)(Cl)Cl (stereo not drawn) | 95 | 3 | 96 | 0.5 | 4 | 99 | / | 96 | 97 | 97 | 11 |
| OCCC1CN(Cc2cn[nH]c2C2CCCCC2)CCN1C1CCCC1 (stereo not drawn) | 101 | 10 | 96 | 0.4 | 2 | 100 | 23 | 98 | 104 | 101 | 15 |
| O=C(Cc1ccccc1[N+](=O)[O-])Nc1ccc2c(c1)OCO2 | 100 | 5 | 100 | 0.1 | 0 | 104 | / | 95 | 100 | 101 | 10 |

Looked up above.
O=C(COC(=O)c1ccccc1O)Nc1ncc(Cl)cc1Cl | Pf gametocyte: -25
O=C(CN1C(=O)c2ccccc2C1=O)NCc1ccncc1 | Rab2A wt mod: 97

Going on with the list.
| smiles | HRas wt GTP | Avidin bead fluor | Cdc42 wt | ABCB1 block | ABCG2 block | Rab7 wt modul | Pf gametocyte | Rac1 mut GTP | Rac1 wt GTP bind | Rab2A wt mod | GSH fluor |
| --- | --- | --- | --- | --- | --- | --- | --- | --- | --- | --- | --- |
| CC(C)(C)n1nnnc1CN(Cc1ccco1)Cc1cc2cc3c(cc2[nH]c1=O)OCO3 | 97 | 38 | 97 | 1.7 | 6 | 100 | / | 96 | 97 | 96 | 14 |
| CCOc1ccc(N(CC(=O)NCCC2=CCCCC2)S(=O)(=O)c2ccccc2)cc1 | 97 | 13 | 92 | 0.3 | -1 | 107 | -41 | 93 | 92 | 97 | 12 |
| COc1ccc(OC)c(-c2cc(C(=O)Nc3ccc(F)cc3F)no2)c1 | 100 | 4 | 91 | -0.4 | 2 | 108 | 4 | 97 | 100 | 100 | 7 |
| CCC(C)n1c(OC)nc2c1c(=O)n(C)c(=O)n2C (stereo not drawn) | 99 | 11 | 96 | 0.0 | 0 | 104 | / | 96 | 99 | 98 | 12 |
| NS(=O)(=O)c1ccc(CCNC(=O)CSc2nc3ccsc3c(=O)n2C2CC2)cc1 | 101 | 18 | 102 | -0.1 | 0 | 100 | 6 | 100 | 102 | 101 | 17 |
| O=C(Nc1ncccc1Cl)C1COc2ccccc2O1 (stereo not drawn) | 99 | 4 | 99 | 0.2 | 1 | 97 | / | 99 | 101 | 98 | 4 |
| C#CCOCCOCCOCCNc1nc(N2CCN(C(=O)[C@H]([C@@H](C)CC)n3cc([C@@H](N)Cc4ccc(O)cc4)nn3)CC2)nc(N2CCN(C(=O)[C@H](CCCCN)n3cc([C@@H](N)CO)nn3)CC2)n1 | 98 | 6 | 99 | 0.9 | 2 | 104 | / | 99 | 100 | 98 | 23 |
| CC1(C)CC(NC(=O)c2ccncc2)CC(C)(C)N1O | 96 | 8 | 99 | 0.0 | 0 | 93 | -10 | 95 | 99 | 95 | 16 |
| COc1ccc(-c2c(C)nn(-c3ccccc3)c2N)cc1 | 100 | 15 | 100 | -0.3 | 26 | 99 | / | 99 | 101 | 99 | 35 |
| Cc1n[nH]c(C)c1S(=O)(=O)N1CCCC(C(=O)N2CCc3ccccc32)C1 (stereo not drawn) | 101 | 18 | 103 | 0.8 | 6 | 98 | 17 | 99 | 103 | 101 | 16 |
| Cc1cccc(CSc2nc(N)c(C#N)c(-c3cccs3)c2C#N)c1 | 99 | 3 | 98 | 1.9 | 29 | 98 | -25 | 98 | 106 | 98 | 27 |
| O=c1[nH]n(-c2ccccc2)c(=O)c(Cl)c1Cl | 99 | 24 | 95 | 0.2 | 0 | 101 | / | 98 | 105 | 99 | 15 |
| COc1ccccc1N1CCN(S(=O)(=O)c2ccc3nc(-c4ccccc4)[nH]c3c2)CC1 | 99 | 4 | 100 | 0.0 | 0 | 97 | 13 | 97 | 98 | 99 | 23 |
| S=C(NCc1ccco1)N1CCN(Cc2ccco2)CC1 | 98 | 35 | 98 | 1.4 | 3 | 96 | 5 | 98 | 97 | 97 | 8 |
| Cc1cc(NCCCN(C)C)n2nc(-c3cccs3)cc2n1 | 102 | 7 | 102 | 1.0 | 4 | 103 | -23 | 99 | 107 | 102 | 39 |
| Cc1ccc(-c2nn(-c3ccccc3)cc2/C=C/C(=O)Nc2cccc(S(N)(=O)=O)c2)cc1 | 92 | 11 | 93 | -0.8 | -6 | 98 | -13 | 92 | 94 | 91 | 17 |
| CC1(C)Cc2c(c(N3CCOCC3)nc3sc(-c4ccc(C(=O)O)o4)c(N)c23)CO1 | 100 | 33 | 98 | -1.0 | -2 | 103 | -3 | 96 | 104 | 103 | 18 |
| CCC(C)[C@H](NC(=O)OC(C)(C)C)C(=O)N/N=C/c1cccc2nccnc12 (stereo partly drawn) | 101 | 7 | 101 | 0.6 | 1 | 100 | / | 97 | 97 | 100 | 48 |
| Cc1sc(NC(=O)CSc2nc(O)cc(=O)[nH]2)nc1-c1ccccc1 | 98 | 6 | 96 | -0.8 | -2 | 101 | 4 | 97 | 97 | 99 | 12 |
| Cc1ccc(CN2CCN(CC(=O)N/N=C/c3c[nH]c4ccccc34)CC2)cc1 | 100 | 5 | 99 | 0.6 | 6 | 99 | -7 | 99 | 100 | 100 | 15 |
| O=C(Nc1ccccc1N1CCCCC1)c1ccc2nccnc2c1 | 100 | 9 | 101 | 0.7 | 2 | 98 | -51 | 98 | 101 | 97 | 6 |
| CCc1ccc2c(CN(CC)Cc3nc4ccccc4c(=O)[nH]3)cc(=O)oc2c1 | 100 | 26 | 101 | 2.3 | 2 | 103 | 8 | 99 | 102 | 102 | 33 |
| COc1ccc(N2C(=O)CC(NC3CC3)C2=O)cc1 (stereo not drawn) | 102 | 12 | 103 | 0.4 | 3 | 99 | / | 100 | 102 | 99 | 26 |
| COc1ccc(C2CC(c3ccccc3)=NN2c2ccccc2)c(C(=O)O)c1OC (stereo not drawn) | 95 | 9 | 94 | 4.0 | 7 | 93 | -9 | 95 | 96 | 97 | 17 |
| c1ccc(CSc2nnnn2-c2ccccc2)cc1 | 98 | 11 | 98 | 0.0 | 0 | 94 | / | 99 | 99 | 97 | 12 |
| CC(=O)N/C(=C/c1ccccc1)C(=O)N1CCCCC1 | 100 | 8 | 102 | 0.0 | 0 | 100 | 0 | 98 | 100 | 98 | 18 |
| O=C(/C=C/c1ccc2c(c1)OCO2)N1CCN(c2ccccc2F)CC1 | 98 | 4 | 96 | 0.2 | 3 | 98 | / | 97 | 97 | 98 | 10 |
| Cc1cc(C)n2cc(CSc3nnc(SCc4cn5c(C)cc(C)nc5n4)s3)nc2n1 | 96 | 9 | 98 | 0.7 | 1 | 96 | / | 96 | 92 | 97 | 34 |
| C=CCC1c2cccc(C(=O)OC)c2C(=O)N1c1ccccc1 (stereo not drawn) | 97 | 16 | 94 | 0.3 | 1 | 89 | / | 94 | 94 | 95 | 9 |
| O=C(NCc1ccncc1)/C(=N/O)c1ccccc1 | 100 | 10 | 102 | 1.1 | 19 | 99 | 9 | 101 | 103 | 99 | 28 |
| C=CCN=C1SC(C)C(=O)N1S(=O)(=O)c1ccccc1 (stereo not drawn) | 96 | 15 | 95 | -3.3 | -1 | 96 | / | 93 | 94 | 97 | 25 |
| COCCSc1ccccc1C(=O)N1CCN(Cc2ccccc2)CC1 | 96 | 6 | 97 | 0.5 | 1 | 102 | 2 | 97 | 99 | 97 | 21 |
| CCC(C)N1CC23C=CC(O2)C(C(=O)OCc2ccccc2)C3C1=O (stereo not drawn) | 101 | 36 | 103 | 2.0 | 12 | 103 | 2 | 100 | 104 | 102 | 11 |
